Bioassay records as filed in PubChem.
UGM FP inh = blocks M. tuberculosis UGM enzyme. P9WIQ1. purified UGM, fluorescence polarization probe displacement. inhibition, % at 10 µM. 320,000 tested, 0.06% active; in the data active = inhibition above about 10%, passing the limit was not always enough
Target sequence (P9WIQ1 whole entry, looked up): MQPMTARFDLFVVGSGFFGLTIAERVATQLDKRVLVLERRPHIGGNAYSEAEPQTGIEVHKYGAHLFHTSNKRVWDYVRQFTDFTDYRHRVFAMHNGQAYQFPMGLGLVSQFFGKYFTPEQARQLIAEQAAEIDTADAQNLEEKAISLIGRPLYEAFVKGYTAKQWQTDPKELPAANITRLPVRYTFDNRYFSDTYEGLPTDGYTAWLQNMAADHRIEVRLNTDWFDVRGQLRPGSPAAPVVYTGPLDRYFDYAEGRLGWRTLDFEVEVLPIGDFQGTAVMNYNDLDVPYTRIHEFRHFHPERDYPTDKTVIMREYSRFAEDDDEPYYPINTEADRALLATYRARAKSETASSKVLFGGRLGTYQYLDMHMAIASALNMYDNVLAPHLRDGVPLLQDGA
BH1578 lux ind = quorum light induction in luxS cqsA deficient V. cholerae | activation, % at 18.7 µM | V. cholerae BH1578 lux reporter, luminescence, 6 h | 350,000 tested, 0.16% active; in the data active = activation mostly above about 9.7%, no sharp cut-off; note: not every result past the cut was called active; inactives centre near 0; reference of the scale not given here
SARS 3CLpro inh = SARS-CoV 3CLpro protease inhibition; P0C6X7; recombinant SARS-CoV 3CLpro, quenched FRET peptide cleavage; AID 1706; inhibition, % at 6 µM; 290,000 tested, 0.14% active; in the data active = inhibition above about 12%
FBA Mtb inh = inhibitors of M. tuberculosis fructose-bisphosphate aldolase; P9WQA3; purified M. tuberculosis FBA, fluorescence read-out; inhibition, % at 1 µM; 360,000 tested, 2.3% active; AID 588726; in the data active = inhibition above about 27%;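 note: 0% = vehicle and 100% = reference inhibitor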
Target sequence (P9WQA3 whole entry, looked up): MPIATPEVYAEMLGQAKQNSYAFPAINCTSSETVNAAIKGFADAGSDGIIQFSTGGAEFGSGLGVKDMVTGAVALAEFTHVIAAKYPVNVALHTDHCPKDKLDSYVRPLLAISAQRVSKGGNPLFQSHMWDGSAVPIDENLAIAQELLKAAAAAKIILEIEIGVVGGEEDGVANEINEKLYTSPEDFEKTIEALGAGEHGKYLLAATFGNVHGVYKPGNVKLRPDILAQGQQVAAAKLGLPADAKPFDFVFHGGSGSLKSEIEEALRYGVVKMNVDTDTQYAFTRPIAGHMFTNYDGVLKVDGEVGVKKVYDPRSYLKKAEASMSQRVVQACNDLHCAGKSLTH
Mtb BioA inh = BioA (M. tuberculosis) enzyme inhibition; purified M. tuberculosis BioA enzyme, plate reader; inhibition, % at 9.99 µM; 360,000 tested, 0.096% active; AID 602481; in the data active = inhibition above about 40%
Rv3671c protease = inhibitors of M. tuberculosis serine protease Rv3671c. P9WHR9. inhibition, % at 5.96 µM. 320,000 tested, 0.048% active. AID 2606; in the data active = inhibition above about 38%;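 note: extracellular domain of Rv3671c used as enzyme; 0% = enzyme with DMSO and 100% = no enzyme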
PriA SSB inh = K. pneumoniae PriA-SSBct interaction inhibition; AlphaScreen SSBct-PriA binding, biotinylated peptide; 430,000 tested, 0.6% active; AID 1272365; inhibition, % at 33 µM; in the data active = inhibition mostly above about 37%, no sharp cut-off; inactive = mostly below about 20%;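 note: plate controls were negative control peptide for no effect and reference peptide for full effect; strong numbers were not always called active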
MazEF act = increases E. coli MazEF RNase cleavage of RNA; FAM/BHQ RNA-DNA oligo cleavage fluorescence, 5 h; 350,000 tested, 0.32% active; AID 504720; activation, % at 20 µM; in the data active = activation above about 50%
Target sequence (P0AE70 whole entry, looked up): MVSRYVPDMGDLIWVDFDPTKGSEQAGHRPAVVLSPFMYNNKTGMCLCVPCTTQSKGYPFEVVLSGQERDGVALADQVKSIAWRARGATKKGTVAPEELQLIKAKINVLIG
GDH-TPI counter = counter-screen for M. tuberculosis FBA inhibitors: GDH-TPI coupled enzymes; GDH-TPI coupled enzyme counterscreen, NADH absorbance; inhibition, % at 4.8 µM; 360,000 tested, 1.2% active; in the data active = inhibition above about 30%;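 note: 0% = DMSO wells and 100% = wells lacking the enzyme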
VHR inh abs = inhibitors of human VHR1 phosphatase (DUSP3) | 290,000 tested, 0.52% active | inhibition, % at 13.3 µM | P51452 | recombinant VHR phosphatase, pNPP absorbance | AID 1654; in the data active = inhibition above about 50%; note: some compounds called inactive have numbers as strong as hits
An asterisk follows results filed as active; i = inactive; x = no result given; ! = not active in a repeat. A portion of the library; rates above refer to the full screens.

mol	UGM FP inh	BH1578 lux ind	SARS 3CLpro inh	FBA Mtb inh	Mtb BioA inh	Rv3671c protease	PriA SSB inh	MazEF act	GDH-TPI counter	VHR inh abs
COc1ccc(-n2nnc3c(SCC(=O)N4CCCc5ccccc54)ncnc32)cc1	-0.9	0.6	x	-0.7	-4.2	2.5	-0.7	-13.9	-3.4	x
CC(C)CC1(C)NC(=O)N(Cc2cc([N+](=O)[O-])cc3c2OCOC3)C1=O (configuration not stated)	-1.1	i	4.5	0.1	-2.5	1.2	8.4	2.4	17.7	1.7
O=C1CCC[C@@H]2C[C@@]3(C[C@@H]4CCN1[C@H]24)Nc1cc(Cl)ccc1NC3=NC1CCCCC1	x	1.2	x	1.3	-0.6	x	24.3	7.4	7.6	x
Cc1ccc(NC(=O)C2CC2)cc1S(=O)(=O)N1CCOCC1	-1.7	i	x	0.4	4.4	2.3	-2.8	8.3	-2.5	x
CCOc1ccc(C2=[N+]([O-])C(C)(C)N(O)C2(C)C)cc1	0.1	i	-1.0	3.1	-0.4	-1.4	-0.4	3.5	6.2	12.8
CC1CCCCN1S(=O)(=O)c1ccc(C(=O)Nc2nnc(-c3ccccn3)o2)cc1 (configuration not stated)	1.0	-0.2	1.4	-3.8	x	-6.8	-3.7	2.6	4.7	-21.1
O=C(Nc1ccc(O)c(-c2nc3ccccc3o2)c1)C1(c2ccccc2)CCCC1	1.9	-2.5	3.7	-0.5	x	-3.8	-15.0	2.4	21.6	3.8
CCOC(=O)c1nc2sc(C)c(C)c2c(=O)[nH]1	-0.6	i	2.1	126.1*	x	2.1	-2.2	15.2	14.3	22.8
O=C1CN(C(=O)COC(=O)c2cccc(S(=O)(=O)NCc3ccccc3)c2)c2ccccc2N1	-0.9	-7.7	0.5	-2.5	-1.7	0.5	6.0	-0.8	2.2	-19.9
CCCc1cc(C(=O)Nc2ccccc2SC)no1	0.2	0.3	-4.0	0.6	-0.9	-2.8	-64.4	5.5	9.3	-18.9
O=C(CSc1ccc(-c2ccco2)nn1)NCc1ccccc1	-2.2	-0.4	1.7	4.5	1.6	-1.0	2.2	-13.0	7.4	-37.7
CCOC(=O)C1(Cc2ccc(OC)cc2)CCN(C(=O)c2cc(C)on2)CC1	1.5	-0.2	0.7	-0.1	0.9	-12.2	-7.6	0.8	-4.3	-9.1

Among those listed so far, these have an aryl methoxy group.
mol	UGM FP inh	BH1578 lux ind	SARS 3CLpro inh	FBA Mtb inh	Mtb BioA inh	Rv3671c protease	PriA SSB inh	MazEF act	GDH-TPI counter	VHR inh abs
COc1ccc(-n2nnc3c(SCC(=O)N4CCCc5ccccc54)ncnc32)cc1	-0.9	0.6	x	-0.7	-4.2	2.5	-0.7	-13.9	-3.4	x
CCOC(=O)C1(Cc2ccc(OC)cc2)CCN(C(=O)c2cc(C)on2)CC1	1.5	-0.2	0.7	-0.1	0.9	-12.2	-7.6	0.8	-4.3	-9.1

The results go on:
mol	UGM FP inh	BH1578 lux ind	SARS 3CLpro inh	FBA Mtb inh	Mtb BioA inh	Rv3671c protease	PriA SSB inh	MazEF act	GDH-TPI counter	VHR inh abs
CC(SC1=Nc2ccccc2C2CC=NN12)C(=O)NC1(C#N)CCCCC1 (configuration not stated)	-0.1	0.8	x	7.9	-1.0	-3.3	2.8	2.8	2.4	x
O=C(Cn1nc(C(F)F)cc1C(F)F)NNC(=S)Nc1ccc(Cl)cc1	-0.5	-0.2	6.0	-2.1	-0.1	1.2	-4.4	-0.9	2.5	26.9
Cc1ccc(OCC(=O)N2N=C(c3ccncc3)CC2(O)C(F)(F)F)cc1C (configuration not stated)	-1.3	-0.2	-3.7	0.5	1.4	7.2	-7.8	-0.6	19.7	13.3
C=CCn1c(SCC(=O)N(C)C2CCS(=O)(=O)C2)nnc1-c1ccncc1 (configuration not stated)	3.2	0.1	-1.2	0.4	x	-0.6	-23.1	9.9	6.9	24.2
CC(Sc1ncc(C#N)c(N)n1)C(=O)Nc1ccccc1 (configuration not stated)	-2.8	-0.4	2.3	-1.3	2.1	-3.5	-12.6	-5.8	5.9	17.1
C=CCOc1ccc(NC(=O)C(=O)NCCCn2ccnc2)cc1	-1.5	1.0	-1.9	2.2	-0.6	-3.1	-1.9	0.5	-2.8	17.7
Nc1nc(N)c2cc(S(=O)(=O)c3cccc(C(F)(F)F)c3)ccc2n1	x	i	x	13.7	-0.2	x	x	29.1	-1.8	x
Cc1cc(=O)[nH]c(SCC(=O)c2ccc(C)c(C)c2)n1	4.6	x	2.2	-0.4	-0.3	6.8	-14.4	-1.1	8.2	7.1
O=C(COC(=O)C1CCCC1)NCc1ccc(Cl)cc1	0.1	i	0.6	6.4	x	-2.4	-12.0	-14.6	6.0	12.3
COC(=O)C1=C(c2ccc(F)cc2F)C[C@@H]2CC[C@H]1N2C(=O)NC(C)C	6.5	i	x	2.4	-0.6	-1.5	-15.9	-0.4	1.7	x
CC(C)(C)OC(=O)N1CCC(c2c(C(=O)N3CCN(C(=O)c4ccco4)CC3)cnn2-c2ccc(F)cc2)CC1	2.2	-0.3	3.7	1.4	-0.3	4.5	2.9	-2.5	1.9	24.1
COc1ccc(C2C(C#N)=C(N)Oc3cc(N)ccc32)cc1OC (configuration not stated)	-1.2	-0.2	-1.2	-0.7	9.1	0.7	-6.2	0.2	0.0	16.6

Overlap with the part before: 2 compounds, followed by the next part.
mol	UGM FP inh	BH1578 lux ind	SARS 3CLpro inh	FBA Mtb inh	Mtb BioA inh	Rv3671c protease	PriA SSB inh	MazEF act	GDH-TPI counter	VHR inh abs
CC(C)(C)OC(=O)N1CCC(c2c(C(=O)N3CCN(C(=O)c4ccco4)CC3)cnn2-c2ccc(F)cc2)CC1	2.2	-0.3	3.7	1.4	-0.3	4.5	2.9	-2.5	1.9	24.1
COc1ccc(C2C(C#N)=C(N)Oc3cc(N)ccc32)cc1OC (configuration not stated)	-1.2	-0.2	-1.2	-0.7	9.1	0.7	-6.2	0.2	0.0	16.6
CCOC(=O)c1c(C)[nH]c(C)c1C(=O)COC(=O)/C=C/c1ccccc1[N+](=O)[O-]	2.6	i	x	-1.4	-0.4	-2.4	9.0	7.1	6.7	x
CN(C)c1cc(-c2ccc([N+](=O)[O-])cc2)oc(=O)c1Cl	0.6	-0.7	1.1	-2.6	x	1.4	-4.8	54.3*	16.1	-10.3
COC(=O)c1ccc(SC)cn1	1.8	-0.3	-0.9	-3.1	x	-0.3	-4.3	-11.3	1.2	-1.5
COc1cc(NC(=O)c2oc3ccccc3c2C)ccc1NC(=O)c1ccco1	-0.2	-0.3	1.5	-1.5	-9.8	0.0	-1.5	10.5	23.3	22.4
CCN(CC)S(=O)(=O)c1ccc(N(C)C)c(NC(=O)CC(NC(C)=O)c2ccccc2)c1 (configuration not stated)	1.0	-0.3	5.7	1.3	x	-3.4	-3.0	-20.2	1.3	-11.4
COCCNC(=O)c1cc(-c2ccc(-c3ccccc3)cc2)nc2ccccc12	-1.2	-0.6	0.6	107.6*	-2.2	-20.4	-9.6	-3.0	16.8	5.4
COc1ccc2c(c1)[C@@]13CCC=C[C@H]1[C@@H](C2)NCC3	-1.3	-3.0	x	1.4	-3.4	-0.1	9.0	1.9	6.7	x
Nc1nc(NCCOCCO)nc(N2CCCCCC2)c1[N+](=O)[O-]	-1.4	i	-0.1	-0.3	x	x	-14.6	6.2	19.1	20.1
O=C(OCC(=O)N1CCCc2ccccc21)c1ccc(S(=O)(=O)C(F)F)cc1	0.5	-0.7	x	-0.9	x	-8.1	-1.5	1.9	5.0	x
O=C(CN1C(=O)C2(OCCCO2)c2ccccc21)NCCc1ccccc1	3.0	-0.2	3.3	-0.5	-1.1	-7.3	-3.7	-3.3	-5.2	10.8
N#CC(C(N)=O)=C1CCCCC1	0.5	-0.3	-0.8	1.9	-2.3	-2.8	-1.2	3.9	-3.9	9.0
CC(C)(C)c1cc(C(=O)C[n+]2ccc(C(=O)NCCCO)cc2)cc(C(C)(C)C)c1O	2.3	-2.4	1.4	0.2	0.2	1.9	-10.0	2.5	9.9	17.2
Cc1ccc(C)c(CSc2ccc3nnc(-c4ccccn4)n3n2)c1	-0.6	-1.3	4.0	-0.7	6.5	6.8	1.2	2.1	1.3	26.2
CC#CC(=O)N1CCC(n2nccc2NC(=O)CCc2ccccc2)CC1	x	-1.4	x	-0.6	-2.2	x	x	-1.7	6.2	x
CCOC(=O)c1ccc2c(c1)C(=O)N(C1CCCCC1)C2=O	1.9	6.2	-0.1	-2.8	x	3.1	-16.9	11.8	-5.8	18.7
CC1CCCCC1NC(=S)Nc1cccc(S(=O)(=O)N(C)C)c1 (configuration not stated)	-0.3	-0.3	2.2	-1.2	x	-0.6	1.1	-2.2	-0.6	8.2
CCCCCC(=O)N1C[C@H](n2cc(COC(=O)c3ccccc3)nn2)[C@@H](O)C[C@@H]1c1ccc(C)cc1	x	i	x	-0.6	0.5	x	x	-5.0	5.2	x
CCCCNC(=O)C(C)N(CCN(C)C)C(=O)CCCN1C(=O)NC(c2ccc(Cl)cc2)C(C(=O)OCc2ccccc2)=C1C (configuration not stated)	x	i	x	1.0	0.8	x	14.1	17.5	3.6	x
C=CCNC(=O)[C@@H]1CSC2c3ccc(OC)c(OC)c3C(=O)N21 (some centres not stated)	3.3	-0.5	-5.3	9.5	-0.7	-5.8	2.1	3.5	15.0	5.8
COc1cccc(C(=O)NCC(=O)OCC(=O)Nc2cc(OC)c([N+](=O)[O-])cc2C)c1	5.4	-0.2	5.0	-0.1	x	2.1	-7.2	7.5	8.6	4.7
Cc1nc(C)n(C(C)CNS(=O)(=O)c2ccc(Cl)cc2)n1 (configuration not stated)	-1.1	-0.3	-6.6	-4.8	-2.2	6.1	-4.1	11.6	-0.8	35.0
CCOC(=O)C1C(=O)CC(C)(O)C(C(=O)OCC)C1c1ccc([N+](=O)[O-])cc1 (configuration not stated)	-2.6	-2.3	1.9	-1.4	x	-2.2	-3.3	1.2	-4.2	10.0
CC1(C(=O)Nc2nnc(SCc3ccccc3)s2)Cc2ccccc2C(=O)O1 (configuration not stated)	3.4	i	1.4	2.3	-3.9	-0.8	-7.8	-0.3	16.2	-30.8
COC(=O)CC1C(=O)NC(C)=C1C(=O)OC (configuration not stated)	0.1	x	0.6	x	x	-4.8	x	x	x	23.9
Cc1cccnc1NC(=O)CCNC(=O)c1ccc(Cl)cc1	0.5	-0.6	5.4	-0.9	-0.6	4.2	-12.1	-0.4	-3.8	19.2
Nc1c(NC2CCCCC2)c2ccccc2oc1=O	-0.4	-0.5	-0.2	0.2	x	6.1	50.0*!	-5.4	13.1	5.0
O=C(Nc1nn[nH]n1)c1cccc([N+](=O)[O-])c1	0.3	i	4.1	-0.3	x	-6.3	-5.8	-0.5	1.9	33.4
O=C(c1ccco1)N1CCN(S(=O)(=O)c2ccc(S(=O)(=O)NC3CCCCC3)cc2)CC1	3.0	i	-0.7	0.1	-1.1	-8.9	1.1	5.1	8.1	16.1
O=C(COC(=O)c1cncc(Br)c1)NCc1ccccc1Cl	1.7	0.2	-1.3	6.8	x	-7.5	5.2	4.7	0.9	42.8
